# EBV LMP1 NFkB = Epstein-Barr LMP1 NF-kappaB reporter inhibition | 350,000 compounds, 0.69% hits | inhibition, % at 12.5 µM | LMP1-induced NF-kappaB luciferase reporter cells, luminescence; in the data active = inhibition above about 41%;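 also: 0% = neutral control wells and 100% = reference inhibitor control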
# TROY signal inh = blocks TROY-dependent signaling in reporter cells | AID 1347056 | Q293 LMP1-TROYcd NF-kB luciferase reporter, 4 h | inhibition, % at 10 µM | 360,000 compounds, 0.98% hits;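 active = compounds whose plate-normalised and pattern-corrected inhibition of the luciferase reporter signal at the single screening dose is 50% or more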
# TWEAK Fn14 block = inhibitors of TWEAK-Fn14 interaction signaling | AID 1159606 | TWEAK-stimulated Fn14 reporter cells, luciferase luminescence, 8 h | inhibition, % at 10 µM | 360,000 compounds, 2% hits; in the data active = inhibition above about 50%
# NOD2-RIPK2 inh = NOD2-RIPK2 protein interaction inhibition. inhibition, % at 4.98 µM. CHO BLA complementation NOD2-RIPK2, CCF4 ratio. 360,000 compounds, 0.38% hits; in the data active = inhibition above about 21%;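 also: 0% = vehicle only and 100% = reference blocker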
# LRH-1 inv ag = inverse agonists of human LRH-1 (NR5A2); AID 602396; O00482; inhibition, % at 3.6 µM; HEK293T StAR-luciferase reporter, LRH-1 transfected, 24 h; 360,000 compounds, 0.13% hits;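 active = inhibition above the mean inhibition of all tested compounds plus 3 SD, cut at about 73% in these data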;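 also: 0% = DMSO wells and 100% = reporter-only cells lacking LRH-1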
# Target sequence (O00482 whole entry, looked up): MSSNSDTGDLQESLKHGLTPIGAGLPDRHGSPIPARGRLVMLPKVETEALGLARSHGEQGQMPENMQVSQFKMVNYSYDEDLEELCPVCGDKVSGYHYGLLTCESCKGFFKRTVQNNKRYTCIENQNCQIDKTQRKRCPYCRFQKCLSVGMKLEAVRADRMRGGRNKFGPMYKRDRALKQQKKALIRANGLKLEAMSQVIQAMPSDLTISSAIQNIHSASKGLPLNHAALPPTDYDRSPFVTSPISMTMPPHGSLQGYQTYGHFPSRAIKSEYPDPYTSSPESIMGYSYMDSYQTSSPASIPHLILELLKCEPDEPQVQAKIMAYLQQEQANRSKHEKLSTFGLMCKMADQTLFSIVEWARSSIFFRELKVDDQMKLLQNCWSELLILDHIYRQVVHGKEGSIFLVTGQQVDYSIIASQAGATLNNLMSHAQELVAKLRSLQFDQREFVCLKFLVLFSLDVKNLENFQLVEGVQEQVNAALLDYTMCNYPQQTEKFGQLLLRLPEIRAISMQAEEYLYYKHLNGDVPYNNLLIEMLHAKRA
# COUP-TFII inh = inhibitors of human COUP-TFII (NR2F2). 370,000 compounds, 0.7% hits. HEK293T NGFI-A luciferase reporter, luminescence. AID 686940. inhibition, % at 8.6 µM. P24468;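 active = inhibition above a per-plate cutoff, mean inhibition of test wells between control levels plus 3 SD, cut at about 38% in these data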;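 also: cells cotransfected with COUP-TFII expression vector driving the NGFI-A reporter; 0% = median of COUP-TF2 test wells and 100% = reporter-only cells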
# Target sequence (P24468 whole entry, looked up): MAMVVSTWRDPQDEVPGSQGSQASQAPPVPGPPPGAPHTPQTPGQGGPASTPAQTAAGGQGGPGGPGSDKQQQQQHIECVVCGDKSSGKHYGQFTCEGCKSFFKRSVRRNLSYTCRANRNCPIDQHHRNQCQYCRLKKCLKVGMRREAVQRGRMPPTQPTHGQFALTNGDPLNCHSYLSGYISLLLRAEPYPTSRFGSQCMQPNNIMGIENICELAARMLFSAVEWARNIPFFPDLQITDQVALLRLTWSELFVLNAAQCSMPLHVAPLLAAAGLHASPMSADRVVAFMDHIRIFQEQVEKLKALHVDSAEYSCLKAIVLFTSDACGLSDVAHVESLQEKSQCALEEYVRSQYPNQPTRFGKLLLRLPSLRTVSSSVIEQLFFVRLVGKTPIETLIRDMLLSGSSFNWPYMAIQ
# SRC3 inh = inhibits human SRC3 coactivator; HEK293 GAL4-SRC3 luciferase reporter, luminescence; AID 588352; 360,000 compounds, 0.17% hits; inhibition, % at 3.6 µM;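 active = inhibition above a per-campaign cutoff, the mean of all compounds plus 3 SD, cut at about 60% in these data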;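 also: 0% = DMSO-treated cells and 100% = gossypol-treated cells at 36 µM; higher means less SRC3-driven luciferase light from the GAL4 reporter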
# NCOA1 inh = inhibits human SRC1 coactivator; Q15788; HEK293 GAL4-SRC1 luciferase reporter, luminescence; inhibition, % at 3.6 µM; 360,000 compounds, 0.12% hits; AID 588354;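 active = inhibition above the campaign mean plus 3 SD, with each screening campaign given its own cutoff, cut at about 60% in these data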;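 also: 0% = DMSO treated cells and 100% = gossypol at 36 µM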
# TLR9-MyD88 block = blocks human TLR9 binding to MyD88; 340,000 compounds, 0.21% hits; Q9NR96+Q99836; CHO BLA complementation TLR9-MyD88, CCF4 FRET ratio; inhibition, % at 4.98 µM;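 active = inhibition above the mean over all tested compounds plus 3 SD, cut at about 21% in these data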;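 also: 0% = DMSO only wells and 100% = clavulanate BLA inhibitor control wells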
# TRAIL sens C8 = sensitizes caspase-8 expressing cells to TRAIL; NB7+C8 cells + TRAIL, ATPlite viability luminescence; inhibition (viability loss, TRAIL sensitization), % at 10 µM; 360,000 compounds, 1% hits; AID 624354;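 active = compounds causing at least 50% loss of cell viability in the single-dose screen, relative to plate controls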
# SRC2 inh = inhibits human steroid receptor coactivator 2; Q15596; HEK293 GAL4-SRC2 luciferase reporter, luminescence; inhibition, % at 9 µM; 370,000 compounds, 0.17% hits; AID 651957;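 active = inhibition above the mean inhibition of all tested compounds plus 3 SD, set per campaign, cut at about 52% in these data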;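 also: 0% = DMSO treated cells and 100% = cells given Gossypol at 36 µM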
# * marks the source's active call; other numbers are inactive results; / = no result given. The list is partial (hit frequency here may not be typical).
SMILES,EBV LMP1 NFkB,TROY signal inh,TWEAK Fn14 block,NOD2-RIPK2 inh,LRH-1 inv ag,COUP-TFII inh,SRC3 inh,NCOA1 inh,TLR9-MyD88 block,TRAIL sens C8,SRC2 inh
O=C(Cc1cc2ccccc2o1)NCc1ccc(F)cc1,-11,-21,2,3,0,-11,-26,-22,-11,14,-21
O=c1[nH]c2c(c(=O)[nH]1)CCC2,3,-3,-9,-2,-21,12,6,-8,-7,0,-18
CN1C(=O)C2(OCCCO2)c2cc(Cl)ccc21,0,5,-3,-11,-8,-4,10,11,0,-1,-20
Cc1noc(C)c1CSc1ccccc1C(=O)N1CCN(c2ccccc2)CC1,7,-7,7,6,24,-16,-4,5,1,-8,7
CC(=O)c1ccc(S(=O)(=O)Nc2cccc(S(=O)(=O)NC3=NCCC3)c2)cc1,29,-6,4,0,8,16,6,4,2,14,-12
CN(C)S(=O)(=O)N(CC(=O)N(Cc1ccccc1)Cc1ccccc1)c1ccccc1,4,8,-6,0,-11,-3,7,-3,-2,4,-3
COc1ccc(CCn2cnc(=O)c(C#N)c2C)cc1OC,0,3,1,-1,15,17,-5,18,2,-4,-17
CCc1ccc(/C=C2\SC(=S)N(CCCC(=O)N3CCCC3)C2=O)cc1,2,5,0,2,10,5,-7,8,-5,40,0
COC(=O)C(C#N)C(=C1C(=O)CC(C)(C)CC1=O)c1ccc(O)cc1 (stereo unspecified),3,10,-2,0,10,-2,-1,-3,-1,-15,13
COc1ccc(C(=O)N2CC(c3ccc(Cl)cc3)CC2=O)cc1 (stereo unspecified),/,-16,-11,-2,-6,4,2,-2,/,1,4
O=C(NCc1n[nH]c(=S)n1-c1ccc(Br)cc1)c1cccs1,0,1,-15,0,-16,-14,3,8,7,0,-11
O=c1[nH]nc(Cc2ccccc2)c2ccccc12,11,-3,7,-7,-4,-15,-7,-8,6,2,-13
C(#CC12CC3CC(CC(C3)C1)C2)CN1CCOCC1,-9,20,1,-7,-3,5,16,2,-4,-2,-6
COc1cc(C(=O)OCCN2CCOCC2)ccc1O,-4,0,12,-4,1,6,-10,-7,3,-4,-66
CC1(C(=O)NS(=O)(=O)c2ccc(Br)cc2)CCN1C(=O)Cc1cccs1 (stereo unspecified),/,-5,-3,-7,-9,-11,-2,6,/,-3,1
COc1ccc(-c2nc(CS(=O)CC(=O)NCCCN3CCCC(C)C3)c(C)o2)cc1OC (stereo unspecified),2,-12,11,-10,12,13,-18,-11,0,7,1
O=C(O)c1ccc(Nc2ccc3nonc3c2[N+](=O)[O-])cc1,-1,21,-4,3,0,-5,-1,8,-8,-23,-2
CC1CN(C(=O)/C=C/c2ccc([N+](=O)[O-])s2)CC(C)O1 (stereo unspecified),-42,-9,22,-1,17,4,-11,-8,3,7,-19
COc1ccccc1CNC(=O)C1CCCCN1S(=O)(=O)c1ccccc1 (stereo unspecified),3,-13,-14,6,21,5,7,9,-3,-14,0
Cc1onc(-c2ccccc2Cl)c1C(=O)N1CCN(c2ccc(F)cc2)CC1,5,-29,-9,-6,-4,12,2,1,-10,20,-9
CCCCN(C(=O)c1ccc(N2CCCC2=O)cc1)c1c(N)n(CCC)c(=O)[nH]c1=O,-1,9,-2,3,9,2,19,10,1,-17,16
Cn1c(NCc2cccnc2)nc2cc(-c3ccc(C(=O)N4CCOCC4)cc3)sc2c1=O,/,10,-9,-2,10,-22,-10,-7,/,-11,6
CC(=O)N1CCN(c2ccccc2NC(=S)NC(=O)c2cc3ccccc3o2)CC1,-6,6,9,-9,15,6,-6,-12,10,4,-22
Cc1ccc(S(=O)(=O)N2CCC(C(=O)N[C@@H](C)C(=O)NCC3CCCO3)CC2)cc1 (stereo partly specified),12,0,8,-3,-2,1,-11,-22,0,-1,-9
CC(C)c1nc(SCC(=O)Nc2nc3c(s2)CCCC3)c2ccccc2n1,-4,7,-61,-3,7,-15,-105,-50,2,3,-5
COc1ccc(CN(C)C[C@H]2Oc3c(NC(=O)Nc4ccccc4)cccc3C(=O)N([C@H](C)CO)C[C@@H]2C)cc1,-11,-13,-2,3,18,6,-4,-6,-12,6,16
Cc1oc(-c2ccc3c(c2)OCCO3)cc1C(=O)NC(CCC(=O)O)C(=O)O (stereo unspecified),-9,-2,12,-8,-24,-14,-30,-16,-10,-24,-19
CN(CC(=O)Nc1ccc(Cl)cc1)C(=O)C1CCCC1,-2,-38,-11,-1,-4,-1,-13,-4,2,8,-26
O=C(CC1C(=O)N(c2ccccc2)C(=S)N1c1ccccc1)c1ccc(Br)cc1 (stereo unspecified),3,-6,12,-1,-5,-7,15,5,1,4,0
COc1ccc2sc(-c3ccc(N(C)C)cc3)c(C#CCCO)c2c1,-26,7,-25,-74,41,-22,-17,-29,-61,8,1
O=C(N/C(=C/c1ccc(F)cc1)C(=O)N1CCOCC1)c1ccco1,10,-15,13,-6,-16,14,-18,1,-1,-14,-19
CC(Cc1ccccc1)C(=O)Nc1ccccc1 (stereo unspecified),3,-22,-12,-3,26,3,4,0,2,1,-2
C[N+]1(CC(=O)Nc2ccc(F)cc2)CCN(C(=O)c2ccco2)CC1,0,3,0,7,38,-3,-4,10,-1,-8,0
COc1ccc(CN(C)C2CCCCC2)c(C)c1C,-4,2,-5,-11,20,-3,22,10,0,9,11
NNC(=O)c1ccc(N2CCCCCC2)c([N+](=O)[O-])c1,-3,3,5,-1,-4,-8,15,-6,-2,-10,-18
CC(C)CC(=O)c1c[nH]c(C(=O)O)c1,-4,-11,-9,-7,-4,10,15,-6,15,0,22
O=C(O)Cc1sc(NCCc2ccccc2)nc1-c1ccc(F)cc1,-1,-34,-21,2,-9,-4,-14,-38,3,-18,-28
CC(C)CCNC(=O)COC(=O)/C=C/c1ccc2ccccc2n1,-13,-1,1,-3,0,2,8,-32,0,1,-4
Cc1ccc(C2CC(C(F)F)n3ncc(C(=O)Nc4c(C)nn(Cc5c(F)cccc5Cl)c4C)c3N2)cc1 (stereo unspecified),1,40,16,-3,-23,2,0,-21,3,3,-8
CCC(C)c1ccc(C(CC)NC(=O)C2CCCO2)cc1 (stereo unspecified),4,13,5,-8,13,13,4,17,8,-4,-8
COc1ccc(OC)c(NC(=O)COC(=O)C2CCCCC2)c1,-4,3,2,-10,-7,2,10,-3,-5,17,2
Cc1nc(Nc2ccccc2C(F)(F)F)sc1C(=O)N(C)C,-13,-49,-11,0,-68,-17,4,-33,0,8,-48
CC(C)(C)n1ncc2c(=O)n(CC(=O)OCc3ccccc3)cnc21,23,87*,99*,-9,10,61*,60,42,4,4,33
CC(=O)N1c2c(cc(Br)cc2S(=O)(=O)N2CCN(C(=O)c3ccco3)CC2)CC1C (stereo unspecified),5,-8,7,0,-17,-8,1,-6,-10,-1,-10
O=C(Nc1nccs1)c1nc(-c2ccccc2)n(-c2ccccc2)n1,1,-8,12,-1,11,-1,5,-7,-12,2,9
O=S(=O)(NCc1ccccc1)c1cnc[nH]1,-1,12,-8,-3,-12,-2,-8,-13,3,-9,-20
C=CCn1c(SCc2c(Cl)cccc2Cl)nnc1-c1cccnc1,7,19,0,-6,-1,7,16,-4,-5,14,13
Clc1ccc(Sc2oc(/C=N/n3cnnc3)cc2Br)cc1,-12,1,12,-5,-13,13,16,9,2,-3,12
O=C(N/N=C/c1cc(Br)ccc1O)c1ccncc1,-2,-2,-19,6,11,-15,70*,38,15,3,8
NC(=O)COC(=O)[C@H](Cc1c[nH]c2ccccc12)NC(=O)c1ccc(F)cc1,-9,-43,-3,-8,-14,-23,-39,7,7,-8,-2
O=C(CCNS(=O)(=O)c1ccc2nsnc2c1)N1CCN(c2ccncc2)CC1,7,4,14,5,-23,4,12,2,-1,-7,-17
COc1cccc(NC(=O)NC2(C(F)(F)F)Oc3ccccc3O2)c1,8,-14,2,-11,12,3,-22,-12,9,24,16
Cc1ccccc1S(=O)(=O)N1C[C@@H]2C(C(=O)C[C@@H]3C(=O)N(C)C(=O)[C@@H]32)[C@@H]1c1ccc(Cl)cc1 (stereo partly specified),/,/,/,-1,-3,0,/,/,/,-6,32
Cn1c(=O)n(Cc2ccccc2F)c2ccccc21,11,-23,-5,-2,2,-10,-8,-15,3,-3,5
Cc1cc(NC(=O)CSc2nc3ccsc3c(=O)n2NC(=O)c2ccccc2)no1,-3,-47,-16,-3,-56,-28,-40,-72,5,-14,-32
Cc1ccccc1N=C1Nc2ccccc2CS1,-33,-21,12,-2,-87,-17,-48,-105,5,8,-53
CCn1c(CSc2nc(C)cs2)nc2cc(S(=O)(=O)N(C)C)ccc21,-11,19,7,5,-5,-21,7,-5,16,0,17
Cc1ccc(O)c(C(=O)c2cnc(/N=C(\N)N(C)C)nc2)c1,-9,-6,14,-2,6,-1,5,-6,-9,-2,6
Cc1nc2ccc([N+](=O)[O-])cc2c(=O)n1Cc1ccc(F)cc1,11,-2,-7,5,24,13,-6,15,-3,-11,-29
Cc1cc(F)ccc1S(=O)(=O)N1CCCOC1CNC(=O)C(=O)NCCc1c[nH]c2ccccc12 (stereo unspecified),-2,31,28,3,8,8,13,5,-5,3,30

# (cont.)
SMILES,EBV LMP1 NFkB,TROY signal inh,TWEAK Fn14 block,NOD2-RIPK2 inh,LRH-1 inv ag,COUP-TFII inh,SRC3 inh,NCOA1 inh,TLR9-MyD88 block,TRAIL sens C8,SRC2 inh
Cc1ccc(C(=O)NNCC(=O)Nc2ccc(Cl)cc2F)cc1,1,-6,-6,-5,6,-16,10,1,-10,-19,0
Cc1cc(C)c2c(CN3CCCC3)cc(=O)oc2c1,/,13,-17,3,-6,6,14,0,/,4,3
CCN(CC)S(=O)(=O)c1cccc(-c2nnc(SCC(=O)NC3CCCCCCC3)n2N)c1,0,-7,-1,-4,7,12,18,-6,7,-6,15
CC(C)(C)OC(=O)N/N=C\c1ccc(OC(=O)c2cccs2)cc1,-35,-49,-8,-4,-50,-25,-43,-50,-9,16,-24
O=C(CCCN1C(=O)/C(=C\c2ccccc2)SC1=S)Nc1ccccc1O,7,11,-15,-5,-1,11,6,-6,5,8,12
COC(=O)c1ccc(N=NN2CCCCCC2)cc1,-20,-73,-11,2,-130,-59,-66,-91,-1,14,-30
COC(=O)c1c(C)oc2ccc(NS(=O)(=O)c3cc(OC)ccc3OC)cc12,6,33,34,-8,-1,-5,15,-21,-4,18,-1
CCOc1cc2c(C#N)c(N3CCOCC3)nc(N)c2c(N)n1,-1,-1,5,6,8,19,10,10,-2,15,-15
CN1CCc2c(sc3nc(SCC(=O)NCc4ccco4)n(-c4ccccc4)c(=O)c23)C1,-3,-24,-2,10,-8,-10,-50,-59,-10,-23,-89

# An excerpt from above in order of heavy-atom count, low to high:
SMILES,EBV LMP1 NFkB,TROY signal inh,TWEAK Fn14 block,NOD2-RIPK2 inh,LRH-1 inv ag,COUP-TFII inh,SRC3 inh,NCOA1 inh,TLR9-MyD88 block,TRAIL sens C8,SRC2 inh
CC(C)(C)OC(=O)N/N=C\c1ccc(OC(=O)c2cccs2)cc1,-35,-49,-8,-4,-50,-25,-43,-50,-9,16,-24
O=C(CCCN1C(=O)/C(=C\c2ccccc2)SC1=S)Nc1ccccc1O,7,11,-15,-5,-1,11,6,-6,5,8,12
CN1CCc2c(sc3nc(SCC(=O)NCc4ccco4)n(-c4ccccc4)c(=O)c23)C1,-3,-24,-2,10,-8,-10,-50,-59,-10,-23,-89
